Assay outcomes (PubChem BioAssay)
ANO1 block: mouse TMEM16A channel inhibition, primary screen; HEK293 TMEM16A/YFP iodide influx fluorescence, ionomycin; normalized B-score (activity score, 25-100; higher = stronger inhibition) at 10 µM; AID 588511; actives 1.2% (n = 310,000);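 active = ratio plate-corrected score three or more library SD toward inhibition, starting fluorescence score within five deviations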;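 also: score derived from kinetic fluorescence span divided by baseline fluorescence per well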
KCNQ1 pot: potentiators or activators of human KCNQ1 potassium channel. B-score at 10 µM. CHO-K1 KCNQ1, thallium flux FluxOR fluorescence; stronger effect = higher value. actives 0.35% (n = 310,000). AID 2648;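 active = fluorescence ratio B-score, a plate-corrected score, at least three library SD, with initial intensity B-score within 5 SD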
Target sequence (P51787 whole entry, looked up): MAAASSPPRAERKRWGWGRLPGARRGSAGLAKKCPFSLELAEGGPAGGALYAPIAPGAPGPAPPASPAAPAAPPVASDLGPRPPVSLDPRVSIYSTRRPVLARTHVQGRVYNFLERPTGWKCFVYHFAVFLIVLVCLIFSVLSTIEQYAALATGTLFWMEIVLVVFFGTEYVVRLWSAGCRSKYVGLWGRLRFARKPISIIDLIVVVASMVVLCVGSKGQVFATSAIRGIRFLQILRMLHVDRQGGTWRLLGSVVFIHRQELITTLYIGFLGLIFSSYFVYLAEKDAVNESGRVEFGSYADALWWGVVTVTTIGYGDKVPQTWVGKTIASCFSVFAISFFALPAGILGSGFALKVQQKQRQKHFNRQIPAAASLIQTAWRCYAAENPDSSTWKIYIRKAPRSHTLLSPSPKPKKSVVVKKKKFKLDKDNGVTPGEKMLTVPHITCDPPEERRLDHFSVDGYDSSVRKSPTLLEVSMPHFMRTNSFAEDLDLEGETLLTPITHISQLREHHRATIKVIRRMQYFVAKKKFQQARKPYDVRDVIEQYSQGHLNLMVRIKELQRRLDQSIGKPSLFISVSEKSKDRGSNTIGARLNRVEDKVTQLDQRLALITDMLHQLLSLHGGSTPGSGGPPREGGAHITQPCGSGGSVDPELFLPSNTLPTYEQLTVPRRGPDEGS
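assay system = CHO-K1 cells stably expressing KCNQ1 | medium = assay buffer, equal DMSO in all wells | timing = 37 °C overnight plating, 90-min dark dye load, 20-min compound pretreatment | measured by = kinetic FluxOR thallium fluorescence, 10-s 1-Hz baseline, 110-s post-stimulus read | measure = fluorescence change relative to baseline, converted to B score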
KCNQ1 block: inhibitors of human KCNQ1 potassium channel; B-score at 10 µM; CHO-K1 KCNQ1, FluxOR thallium flux fluorescence; stronger effect = higher value; AID 2642; actives 1.3% (n = 310,000); P51787;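 active = compounds whose thallium flux B-score, printed positive for inhibition, exceeds three library SD while starting fluorescence stays within three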;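 also: channel opened by potassium depolarization with thallium stimulus after 20 min compound exposure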
TRPC4 PAM: TRPC4 (mouse) allosteric potentiation | actives 0.42% (n = 310,000) | HEK293 TRPC4beta/mu-opioid, DAMGO EC20, Fluo-4 Ca2+ flux; stronger effect = higher value | B-score at 10 µM | Q9QUQ5;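 active = B-score of calcium response area above 5 SD of library B-scores, with initial fluorescence ratio within 5 SD of library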;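 also: B-score of integrated fluorescence ratio over time as area under calcium response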
HDAC3 inhib: inhibitors of human histone deacetylase 3. O15379. recombinant HDAC3, fluorogenic peptide/trypsin coupled, fluorescence. actives 0.15% (n = 320,000). inhibition, % at 8.3 µM. AID 2718; in the data active = inhibition above about 26%, passing the limit was not always enough; inconclusive = no clear call, values can overlap the other calls
Target sequence (O15379 whole entry, looked up): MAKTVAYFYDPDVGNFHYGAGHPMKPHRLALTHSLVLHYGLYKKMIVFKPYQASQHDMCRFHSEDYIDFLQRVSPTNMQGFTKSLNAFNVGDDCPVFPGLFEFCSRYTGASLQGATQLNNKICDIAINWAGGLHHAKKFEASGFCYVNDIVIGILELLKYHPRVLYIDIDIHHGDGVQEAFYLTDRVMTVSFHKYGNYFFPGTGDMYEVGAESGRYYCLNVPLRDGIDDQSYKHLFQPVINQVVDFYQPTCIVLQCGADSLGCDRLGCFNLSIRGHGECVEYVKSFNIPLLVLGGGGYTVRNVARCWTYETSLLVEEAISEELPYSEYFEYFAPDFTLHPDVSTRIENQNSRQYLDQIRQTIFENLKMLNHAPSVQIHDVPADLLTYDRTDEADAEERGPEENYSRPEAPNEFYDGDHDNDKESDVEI
KCNK3 inh: human KCNK3 channel inhibition, primary screen; CHO-KCNK3 thallium flux, FluxOR fluorescence; stronger effect = lower value; B-score at 10 µM; actives 0.84% (n = 340,000);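 active = B-score under library mean minus 4 SD, starting fluorescence ratio at most library mean plus 5 SD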;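 also: more negative B-score means stronger inhibition of thallium flux through KCNK3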
Dyrk1A ADPGlo: blocks rat Dyrk1A kinase activity; inhibition, % at 12.5 µM; AID 504441; ADP-Glo luminescence, NFATc1 peptide; actives 0.43% (n = 310,000); in the data active = inhibition above about 50%;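 also: plate controls were vehicle with enzyme for no effect and no enzyme for full effect; many of its hits are not listed in these tables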
hERG rescue: hERG (human) protection from proarrhythmic block | CHO-hERG, FluxOR thallium flux, dofetilide IC70 present | activation (rescue from dofetilide block), less the hit threshold, % at 10 µM | actives 0.51% (n = 310,000) | AID 1511;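 active = activation above the mean of controls blocked by dofetilide plus 5 SD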;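 also: thallium influx through hERG after potassium depolarization seen as dye fluorescence rise; in these data hits start at about 4.7%; inactives centre near -7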
TMEM16A act: mouse TMEM16A channel activation, primary screen. Q8BHY3. HEK293 TMEM16A/YFP-H148Q/I152L, iodide quench fluorescence; stronger effect = lower value. B-score at 10 µM. actives 0.3% (n = 340,000);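 active = fluorescence-ratio B-score plate-corrected deviation score at least 3 library SD below zero, with starting fluorescence score within 5 deviations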;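 also: channel opened by trigger with iodide after compound preincubation; score built on the fluorescence ratio of max minus min over baseline; more negative score means more quench and so TMEM16A activation or potentiation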
TRPC4 act: opens the mouse TRPC4 cation channel; Q9QUQ5; HEK293 TRPC4beta/mu-opioid, Fluo4 calcium fluorescence; stronger effect = higher value; actives 0.49% (n = 310,000); B-score at 10 µM;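 active = B-score above 5 SD of library B-scores, and initial fluorescence ratio not above library mean plus 5 SD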;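 also: positive B-score marks a calcium rise read as TRPC4 activation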
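Assay system: HEK293 stable line with TRPC4beta plus mu-opioid receptor; schedule: 45 min room-temperature Fluo4 loading, 110 s read; technique: kinetic Fluo4 calcium fluorescence; evaluation: integrated baseline-normalised fluorescence ratio, converted to per-well B score; controls: buffer (low) and maximal DAMGO (high)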
KCNK9 inh: blocks the human KCNK9 two-pore domain potassium channel; actives 1.2% (n = 310,000); B-score at 10 µM; HEK293 KCNK9, FluxOR thallium flux fluorescence; stronger effect = lower value; AID 488922;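 active = ratio B-score over 3 SD below the library mean, with starting fluorescence within 5 SD of its mean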;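 also: negative B-score means less thallium flux so channel inhibition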
The depositor's hits bear a star; i = inactive; ? = inconclusive; · = no result given. This is a subset; count on the stated rates, not on these rows.

SMILES	ANO1 block	KCNQ1 pot	KCNQ1 block	TRPC4 PAM	HDAC3 inhib	KCNK3 inh	Dyrk1A ADPGlo	hERG rescue	TMEM16A act	TRPC4 act	KCNK9 inh
CCC(=O)OCC(=O)[C@@]1(OC(=O)CC)[C@@H](C)C[C@H]2[C@@H]3CCC4=CC(=O)C=C[C@]4(C)[C@@]3(Cl)[C@@H](O)C[C@@]21C	i	·	·	·	8.2	i	-2.5	·	i	·	·
Cc1ccc(S(=O)(=O)N2CCCOC2CNC(=O)C(=O)NC2CCCC2)cc1 (configuration not stated)	i	i	i	i	-0.3	i	2.2	-7.7	i	i	i
COCCN1Cc2cccc(C(=O)Nc3c(C)cccc3C)c2C1=O	i	i	i	i	-10.2	i	10.2	-7.0	i	i	i
CCc1nc(Nc2ccc(F)cc2)c2oc3ccccc3c2n1	i	i	i	i	2.1	i	-0.1	-1.8	·	i	i
CC1CN(C(=O)CCCN2C(=O)c3ccccc3C2=O)CC(C)O1 (configuration not stated)	i	i	i	i	6.7	i	10.4	-0.5	i	i	i
Cc1cc(C)cc(-n2c(C)c3c(C)nnc(C)c3c2C)c1	i	i	i	i	-0.4	i	2.4	-12.0	i	i	i
O=C(NCc1ccncc1)C(=O)C1C(=O)Nc2ccccc21 (configuration not stated)	i	i	i	i	3.2	i	18.8	2.1	i	i	i
CC1Cc2nc(SCC(=O)Nc3nc4ccccc4s3)n(C)c(=O)c2S1 (configuration not stated)	i	i	i	i	8.1	i	11.1	-10.0	i	i	i
Cc1nn2cnnc2c(C)c1Cc1c(F)cccc1Cl	i	i	i	i	4.3	i	-0.6	-4.2	i	i	i
O=C(Nc1cccc(Br)c1)c1ccc(CN2CCc3ccccc3C2)cc1	25*	i	i	i	2.6	i	19.2	-10.2	i	i	i
CC(=O)CCn1cc([N+](=O)[O-])nc1C	i	i	i	i	1.9	i	-0.4	-5.5	i	i	i
O=C(CCN1C(=O)/C(=C/c2ccc3c(c2)OCO3)SC1=S)Nc1cccc(C(=O)O)c1	i	i	i	i	1.5	i	-0.4	-9.5	i	i	i
O=C(N/N=C/c1ccc(O)cc1O)/C(=C/c1ccccc1)CCO	i	i	i	i	6.9	i	-0.1	-14.9	i	i	i
O=C(Nc1cccc([N+](=O)[O-])c1)NC1CCS(=O)(=O)C1 (configuration not stated)	i	i	10*	i	6.3	i	16.7	-9.0	i	i	i
CC(NC1CCCC1)c1ccccc1 (configuration not stated)	i	i	i	i	4.0	i	-3.6	-11.0	i	i	i
O=C(COc1cc(F)ccc1[N+](=O)[O-])NCCCc1ccccc1	i	i	i	i	-1.3	i	-9.2	-13.5	i	i	i
CN(C)c1ccc(/C=C(\NC(=O)c2ccccc2)C(=O)NCc2ccncc2)cc1	i	i	i	i	-1.7	i	-4.1	-1.6	i	i	i
CCOc1cc(C)c(S(=O)(=O)N2CCCC2)cc1C	i	i	i	i	1.8	i	-1.0	-7.2	i	i	i
O=C1OCc2cccc3cccc1c23	i	i	i	i	-34.4	i	51.0*	-10.3	i	i	i
CCN1CCC(NCCc2ccc(F)cc2)CC1	i	i	i	i	-0.9	i	·	-7.8	i	i	i
CCOc1ccc(NC(=O)CN2CCN(Cc3c(F)cccc3F)CC2)cc1	i	i	i	i	3.2	i	-5.4	-1.6	i	i	i
CN(CC(=O)Nc1ccccc1Cl)C(=O)COC(=O)c1ccc(Cl)cc1[N+](=O)[O-]	i	i	i	i	-5.0	i	-4.0	-5.2	i	i	i
Cc1ccc(Cl)cc1N1CCN(c2cccc[n+]2C)CC1	i	i	i	i	-3.1	i	6.9	-13.9	i	i	i
CCOP(=O)(OCC)C(Nc1cccc(C(F)(F)F)c1)c1ccc(Br)cc1 (configuration not stated)	·	i	i	i	·	·	·	-15.7	·	i	i
O=S(=O)(NC(=NC1CCCC1)C(F)(F)F)c1ccccc1	i	i	i	i	-1.6	i	6.4	2.4	i	i	i
COc1ccccc1NC(=O)CSc1nnc(Cn2cnc3ccccc32)n1C	i	i	i	i	-0.3	i	5.2	-10.6	i	i	i
Cc1ccc(C)c(NC(=O)CSc2ccc(-c3cccs3)nn2)c1	i	i	i	i	-6.4	i	11.4	-11.9	i	i	i
Cc1ccc(CSc2ncnc3c2cnn3-c2ccccc2)cc1	i	i	i	i	-11.0	i	1.2	-7.0	i	i	i
Cc1ccc(NC(=O)Cn2nnc(C(=O)NCc3cccs3)c2N)cc1Cl	i	i	i	i	-0.2	i	-7.2	-8.1	i	i	i
CC1C(=O)N2CCCc3cc(NC(=O)C(=O)NCCc4c[nH]c5ccccc45)cc1c32 (configuration not stated)	i	i	10*	i	6.4	i	-4.7	-21.9	i	i	i
O=C(CN1CCC(n2nnc3cc(F)ccc32)CC1)N1CCc2ccccc2C1	i	i	i	i	-5.8	i	-2.0	-1.6	·	i	i
Cn1c(COc2cccc3ccccc23)nnc1SCC(=O)OC1CCCCC1	i	i	i	i	5.1	i	10.1	-11.5	i	i	i
COc1ccc(OC)c(C2C(C(N)=O)=C(C)Nc3nc(CCCO)nn32)c1 (configuration not stated)	i	i	i	i	1.2	i	-3.8	-13.6	i	i	i
CCOCCCn1c(=S)[nH]c2cc(C(=O)N3CCN(c4ccccc4)CC3)ccc2c1=O	i	i	i	i	2.6	i	2.0	-4.4	i	i	i
COc1cccc(OC)c1C(=O)Oc1ccc2c(c1)O/C(=C\c1ccncc1)C2=O	i	i	i	i	2.0	i	-4.5	-7.9	i	i	i
COC(=O)c1c(C)[nH]c(C(C)=O)c1C	i	i	i	i	2.1	i	6.4	-2.0	i	i	i
COc1ccccc1NC(=O)c1ccc(S(=O)(=O)N2CCCC2)cc1	i	i	i	i	1.2	i	-1.0	-1.4	i	i	i
CCc1[nH]nc2c1C(c1ccc(Br)s1)C(C#N)=C(N)O2 (configuration not stated)	i	·	·	·	?	i	7.6	·	i	·	·
Cc1ccccc1NCN1C(=O)C2CCC(C)(C1=O)C2(C)C (configuration not stated)	i	i	i	i	0.6	i	-7.0	-7.0	i	i	i
NC(=O)N/N=C/c1ccccc1OCC(=O)NCc1ccccc1	i	i	i	i	0.1	i	-0.5	-4.3	i	i	i
CC(C)C(=O)N1CCN(c2ccccc2NC(=O)c2cccc3ccccc23)CC1	i	i	i	i	-10.4	i	3.7	1.2	i	i	i
COc1ccc(C(=O)Nc2cc3c(oc2=O)CCCC3=O)cc1	i	i	i	i	-1.9	i	-3.2	-9.2	i	i	i
CCOc1ccc(N2CC(C(=O)Nc3ccc(OC)c(S(=O)(=O)N4CCCCC4)c3)CC2=O)cc1 (configuration not stated)	i	i	i	i	9.8	i	·	-4.7	i	i	i
C/C(=N/NC(=O)CN1CCN(Cc2ccccc2)CC1)c1ccc([N+](=O)[O-])cc1	i	i	i	i	2.2	i	·	-2.8	i	i	i
CSc1ccc(CN(C)C(=O)CNC(=O)CNS(=O)(=O)c2ccc(C)c(C)c2)cc1	i	i	i	i	-0.8	i	-2.4	-9.6	i	i	i
Cc1c(C(=O)OC(C)C)nnn1-c1nonc1N	i	i	i	i	7.6	i	-4.8	-7.2	i	i	i
CN(C(=O)COC(=O)c1cc2ccccc2cc1O)c1c(N)n(Cc2ccccc2)c(=O)[nH]c1=O	i	i	i	i	-0.2	i	32.0	-4.2	i	i	i
CC1C/C(=N/NC(=O)c2cccs2)CC(C)(C)C1 (configuration not stated)	i	i	i	i	-6.4	i	-2.4	-13.8	i	i	i

2 consecutive records already listed:
SMILES	ANO1 block	KCNQ1 pot	KCNQ1 block	TRPC4 PAM	HDAC3 inhib	KCNK3 inh	Dyrk1A ADPGlo	hERG rescue	TMEM16A act	TRPC4 act	KCNK9 inh
Cc1ccccc1NCN1C(=O)C2CCC(C)(C1=O)C2(C)C (configuration not stated)	i	i	i	i	0.6	i	-7.0	-7.0	i	i	i
NC(=O)N/N=C/c1ccccc1OCC(=O)NCc1ccccc1	i	i	i	i	0.1	i	-0.5	-4.3	i	i	i

Other entries.
SMILES	ANO1 block	KCNQ1 pot	KCNQ1 block	TRPC4 PAM	HDAC3 inhib	KCNK3 inh	Dyrk1A ADPGlo	hERG rescue	TMEM16A act	TRPC4 act	KCNK9 inh
OCC1(CCOc2ccccc2)CCN(CC2=Cc3cc(Cl)ccc3OC2)CC1	i	i	i	i	8.8	i	2.6	-17.3	i	i	i
COc1cccc(-c2nc(-c3ccccc3)[nH]c(=O)c2C#N)c1	i	i	i	i	2.8	i	10.8	-2.9	i	i	i
O=[N+]([O-])c1cc2c(c(CSc3nnnn3-c3ccc(O)cc3)c1)OCOC2	i	i	i	i	-2.4	i	4.1	-10.0	i	i	i
O=C(NCCn1c(C(F)(F)F)nc2cc(C(F)(F)F)ccc21)[C@H]1CCCN1c1nc(CN2CCCCC2)cs1	i	i	i	i	-1.3	i	3.9	-5.8	i	i	i
O=C(CSc1nc2cc3c(cc2c(=O)n1CCC1=CCCCC1)OCO3)NCc1ccco1	i	i	i	i	-5.1	i	0.0	-10.8	i	i	i
O=C(NC1CC1)c1cc(Cl)ccc1[N+](=O)[O-]	i	i	i	i	2.1	i	-5.8	-10.8	i	i	i
c1ccc(N2CCN(c3nc4cc5c(cc4s3)OCCO5)CC2)cc1	i	i	i	i	4.5	i	-4.5	-3.3	i	i	i
CCOC(=O)C1CCN(C(=O)c2ccccc2NC(C)=O)CC1	i	i	i	i	-1.7	i	-2.3	-8.3	i	i	i
Cc1ccc(-c2csc3ncnc(-n4nc(C)cc4N)c23)cc1	i	i	i	i	0.4	i	5.7	-3.0	i	i	i
CC(C)(C)C(=O)CC1(O)C(=O)N(Cc2ccc(Cl)cc2)c2ccccc21 (configuration not stated)	i	i	i	i	8.8	i	0.7	-16.1	i	i	i
CC(C)C(OC(=O)c1cccc(S(=O)(=O)NCC(F)(F)F)c1)C(=O)NC(N)=O (configuration not stated)	i	i	i	i	-3.7	i	-1.0	-4.0	i	i	i
COc1ccc(C2C(C(C)=O)=C(O)C(=O)N2c2nccs2)cc1 (configuration not stated)	i	i	i	i	6.4	i	4.4	-5.8	i	i	i
CCC(=O)Nc1ccc(-c2ccc(N3CCCCC3)nn2)cc1	i	i	i	i	1.8	i	·	-10.6	i	i	i
Clc1ccc(CN2CCN(c3ncccn3)CC2)cc1Cl	i	i	i	i	3.2	i	-2.9	-5.8	i	i	i
Nc1cc(=O)[nH]c(SCC(=O)N2CCc3ccccc3C2)n1	i	i	i	i	4.6	i	·	-11.0	i	i	i
